# Bioassay records as filed in PubChem BioAssay.
# POLH inh: blocks human DNA polymerase eta activity; Q9Y253; recombinant Pol eta, fluorescent DNA replication assay; Potency, µM (top dose mostly 114 µM), inactives show top-dose activity change, negative = inhibition, usual class: inhibitors; 390,000 compounds, 1.2% hits; AID 588591; further: potency means the concentration at half of the fitted maximal effect; on the % scale 0 is the no-effect control and ±100 the full control effect
#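 Fluorescent replication assay: 50 nM final substrate added after a 15 min room-temperature compound preincubation with 10 nM enzyme. Signal taken at 0 min and again at 10 min.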
# LDHA inh: blocks human lactate dehydrogenase A. P00338. purified LDHA, NADH/diaphorase-resazurin fluorescence; stronger effect = lower value. activity change, % (values are at about 110 or 230 µM). 480,000 compounds, 0.15% hits; in the data active means activity change below about -30%; inconclusive means mostly about -25% to -30%;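 further: plate controls were DMSO wells for no effect and wells without enzyme for full effect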
#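 LDH5 2 nM; NADH 0.06 mM, pyruvate 0.2 mM; 200 mM Tris pH 7.4, EDTA, Tween-20; 5 min RT. Detection: diaphorase 0.133 mg/mL + resazurin 37 µM, fluorescence ex540/em590 at 0 and 20 min; normalized to enzyme-free and DMSO wells.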
# RGS4 inhibitor: human RGS4 inhibition; P49798; Transcreener GDP fluorescence polarization, RGS4-accelerated GTP hydrolysis; Potency, µM (highest dose often 114 µM), for inactives: at the highest dose activity change, negative = inhibition, most hits filed as inhibitors; 390,000 compounds, 0.039% hits; further: potency means the concentration at half of the fitted maximal effect; on the % scale 0 is the no-effect control and ±100 the full control effect; nearly all actives have a fitted effect of over 75% in size; some results filed as inactive show a strong effect at the top dose
#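 MLSMR compounds (23 nl, pin-transferred) preincubated 10 min at room temperature with a 500nM (2x) first reagent, then RGS4 at 900nM (2x) plus Transcreener GDP mix added; fluorescence polarization (620/688 nm) read before and after 90 min at 30 °C.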
# POLK inh: inhibitors of human DNA polymerase kappa; Q9UBT6; purified Pol kappa, fluorescent DNA synthesis assay, 10 min; Potency, µM (doses to about 107 µM), for inactives: top-dose activity, negative = inhibition, actives largely listed as inhibitors; 400,000 compounds, 0.53% hits; further: potency means the concentration at half of the fitted maximal effect; on the % scale 0 is the no-effect control and ±100 the full control effect
#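 Readout: fluorescence, taken kinetically at 0 and 10 min. Conditions: 10 nM Pol kappa, 15 min RT compound preincubation, 50 nM substrate final. Controls: enzyme-free buffer wells.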
# ERG-DNA inh: ERG Ets/DNA interaction inhibition. fluorescence polarization, His-ERG Ets domain / labelled DNA. Potency, µM (highest dose often 76.9 µM), for the others: top-dose FP activity, negative = inhibition, usual class: inhibitors. 370,000 compounds, 0.028% hits; active means well fitted inhibition curve with a large enough effect in the polarisation, with a control signal flat; inconclusive means small, poorly fitted or top-dose-only effect, or effect the other way, or a change in a side signal; inactive means no such curve, though single readings can be large or run the other way; the % refers to the polarisation;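 further: polarization taken with two DNA probes labelled with fluorescein and Texas red; potency means the concentration at half of the fitted maximal effect; % of control where 0% means no effect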
#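 His-tagged ERG Ets domain (1 uM in the protein solution; 300mM KCl, 50mM Tris-HCl, 1mM EDTA, 1mM DTT, pH 7.5) received compound, then a probe mix of 5 nM fluorescein-DNA and 100nM Texas-615-DNA. Fluorescence polarization was read for both dyes.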
# APEX1 inh: inhibitors of human APE1 endonuclease | Potency, µM (top dose mostly 65.8 µM), without a hit: top-dose activity change, negative = inhibition, actives largely listed as inhibitors | recombinant APE1, TAMRA/BHQ-2 abasic DNA cleavage fluorescence | 350,000 compounds, 0.35% hits | P27695;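 further: potency means the concentration at half of the fitted maximal effect; plate controls were vehicle for no effect and reference inhibitor for full effect; nearly all actives have a fitted effect of over 55% in size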
# Target sequence (P27695 whole entry, looked up): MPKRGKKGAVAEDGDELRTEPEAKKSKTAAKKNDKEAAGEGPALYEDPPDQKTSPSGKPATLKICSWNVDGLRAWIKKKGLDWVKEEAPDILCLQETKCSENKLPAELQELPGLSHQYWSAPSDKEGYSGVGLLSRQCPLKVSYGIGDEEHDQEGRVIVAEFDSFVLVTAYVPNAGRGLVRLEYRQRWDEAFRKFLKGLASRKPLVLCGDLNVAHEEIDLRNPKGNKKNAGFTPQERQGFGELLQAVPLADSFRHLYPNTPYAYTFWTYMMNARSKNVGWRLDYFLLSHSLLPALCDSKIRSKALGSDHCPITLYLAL
#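 Enzyme (0.75 nM final) and test compound are incubated 15 min at room temperature before adding 50 nM quenched THF abasic-site duplex. Cleavage dequenches TAMRA, followed at 525/598 nm over three reads one minute apart.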
# Anesthetic bind: candidate novel general anesthetic via apoferritin binding | 350,000 compounds, 0.074% hits | P02791 | apoferritin/1-aminoanthracene competitive binding, fluorescence | Potency, µM (top dose mostly 77.5 µM), without a hit: at the highest dose activity change, negative = displacement, actives largely listed as inhibitors | AID 485281; further: potency means the concentration at half of the fitted maximal effect; on the % scale 0 is the no-effect control and ±100 the full control effect; nearly all actives have a fitted effect of over 20% in size
#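 Horse-spleen apoferritin (10 uM) was mixed with 50% saturated 1-aminoanthracene in PBS, exposed to compounds for 10 min at room temperature, and read for fluorescence (ex 380 nm, em 535 nm). Competitive displacement was fitted with a four-parameter Hill equation.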
# POLB inh: inhibitors of human DNA polymerase beta; P06746; Pol beta primer extension/strand displacement, fluorescence kinetic; Potency, µM (series often up to 114 µM), without a hit: top-dose activity change, negative = inhibition, hits mostly inhibitors; 340,000 compounds, 1.3% hits; AID 485314; further: potency means the concentration at half of the fitted maximal effect; on the % scale 0 is the no-effect control and ±100 the full control effect
#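 Kinetic readout of DNA synthesis with strand displacement by Pol beta. Compound and 10 nM enzyme sit 15 min at room temperature; 50 nM substrate starts the reaction, read immediately and at 10 min.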
# ALOX12 inh: ALOX12 (human) lipoxygenase inhibition; AID 1671190; 580,000 compounds, 1.1% hits; Potency, µM (doses to about 108 µM), inactives show at the highest dose activity change, negative = inhibition, usual class: inhibitors; purified 12hLO, xylenol orange hydroperoxide absorbance; further: potency means the concentration at half of the fitted maximal effect; on the % scale 0 is the no-effect control and ±100 the full control effect
# Target sequence (P18054 whole entry, looked up): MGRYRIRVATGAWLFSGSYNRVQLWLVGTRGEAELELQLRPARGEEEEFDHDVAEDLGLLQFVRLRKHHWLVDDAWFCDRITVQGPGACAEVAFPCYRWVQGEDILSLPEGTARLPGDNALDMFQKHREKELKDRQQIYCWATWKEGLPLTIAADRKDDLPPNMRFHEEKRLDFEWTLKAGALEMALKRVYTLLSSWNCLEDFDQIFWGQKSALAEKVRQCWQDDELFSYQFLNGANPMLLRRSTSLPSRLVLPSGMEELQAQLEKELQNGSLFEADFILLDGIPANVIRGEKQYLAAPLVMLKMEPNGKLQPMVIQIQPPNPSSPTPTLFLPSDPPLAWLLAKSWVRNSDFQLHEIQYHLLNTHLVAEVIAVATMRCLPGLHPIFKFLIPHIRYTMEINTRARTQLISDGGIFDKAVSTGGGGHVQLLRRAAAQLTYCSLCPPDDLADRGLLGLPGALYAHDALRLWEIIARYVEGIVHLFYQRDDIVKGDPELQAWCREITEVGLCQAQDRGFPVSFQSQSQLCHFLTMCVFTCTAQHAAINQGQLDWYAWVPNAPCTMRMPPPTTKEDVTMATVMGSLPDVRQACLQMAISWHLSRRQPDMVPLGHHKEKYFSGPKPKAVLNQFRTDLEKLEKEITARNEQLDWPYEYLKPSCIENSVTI
#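 Hydroperoxide product was detected by ferrous iron/xylenol orange as the 573 to 405 nm absorbance ratio. Arachidonic acid at 40 uM (final) was turned over for 30 min at room temperature by 150 nM human 12hLO, pH 7.0 Hepes buffer, after 15 min compound preincubation.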
# * = called active by the depositor; ? = inconclusive; / = not tested or not shown; & = joins results of further samples; [ ] = dose if it differs, or a comment. Unless noted, the call rests on the fitted dose curve; in most records, active means well fitted curve in the direction sought with a large enough effect; inconclusive means small, poorly fitted or top-dose-only effect, or another doubt; inactive means no such curve, though single readings can be large; an effect the other way counts as inactive or inconclusive. This is a subset, so the mix of outcomes need not match the whole.
SMILES,POLH inh,LDHA inh,RGS4 inhibitor,POLK inh,ERG-DNA inh,APEX1 inh,Anesthetic bind,POLB inh,ALOX12 inh
CC(C)[C@H](NC(=O)NCCc1ccc(F)cc1)C(=O)O,-7.2%,-2.9,17.3%,-14.3%,-6.4%,-3.3%,-16.9%,12.8%,5.8%
N/C(=N\OC(=O)CC1CCCCC1)c1ccc([N+](=O)[O-])cc1,-11.2%,0.6,13.3%,-16.5%,-10.7%,1.6%,-6.6%,2.1%,-0.4%
COc1ccc(C(=O)NC2CC(C)(C)Cc3occc32)cc1 (centres undefined),-4.6%,-7.3,-8.5%,-11.6%,0.3%,5.8%,-0.8%,23.7%,-13.4%
Cc1ccccc1CN1CCN(CC(=O)NCc2ccccc2)CC1,2.2%,-6.5,31.6%,-9.3%,6.4%,15.8%,-6.4%,27.5%,0.0%
COc1cccc(NS(=O)(=O)c2ccc3[nH]cc(C(=O)NC4CCCCC4)c(=O)c3c2)c1,89.1µM*,2.5,-31.9%,-31.9%,-0.2%,/,?,?,?
Cc1c(C(=O)O)sc(S(=O)(=O)N2CCN(C(=O)Cc3ccccc3Cl)CC2)c1C(=O)O,?,-14.9,?,-10.1%,/,22.4%,/,/,-22.2%
Cc1cc(-c2n[nH]c(=S)n2Cc2ccco2)n(C)n1,-3.0%,-0.6,-25.4%,-12.1%,-3.2%,-1.5%,5.8%,1.7%,-36.5%
Cc1ccc(S(=O)(=O)NC(=O)Nc2ccccc2F)cc1,-12.4%,0.3,-24.2%,3.9%,2.5%,1.7%,8.9%,5.6%,-35.0%
O=C(Nc1ccccc1)N1CCC(C(=O)N2CCCC(C(F)(F)F)C2)CC1 (centres undefined),-20.1%,0.9,?,5.6%,22.8%,40.4%[activator],-5.4%,-0.4%,292.4%[activator]
CC(C)Cn1c(=O)c2ccccc2n2c(CCC(=O)N3CCN(c4cccc(Cl)c4)CC3)nnc12,-8.3%,-3.7,-14.4%,5.7%,1.8%,/,-18.2%,40.9%,-19.3%
CC(C)c1nc2n[nH]c(N)c2c2c1CSC(C)(C)C2,?,-7.7,20.6%,-17.7%,-1.3%,2.7%,?,-22.8%,0.0%
O=C1NC(c2ccccc2)=C(c2nc3ccccc3s2)C(c2ccccc2)N1 (centres undefined),-12.8%,-12.5,-6.2%,0.8%,-3.3%,-12.3%,3.3%,21.3%,4.4%
Cc1ccc(-n2c(=O)c3cccnc3n2CC(=O)Nc2ccc(Br)cc2)cc1C,-19.6%,-3.5,2.5%,-19.6%,2.2%,/,13.7%,1.1%,-26.6%
COc1ccc(S(=O)(=O)N(C)CC(=O)NCCC2=CCCCC2)cc1C,-19.1%,-5.6,3.8%,5.4%,-8.5%,0.4%,-22.6%,0.7%,26.3%
Cc1c(NS(=O)(=O)c2ccc(Cl)c(C(=O)OCC(=O)NCc3ccco3)c2)c(=O)n(-c2ccccc2)n1C,-15.5%,0.0,?,0.7%,3.3%,0.2%,-21.6%,-21.6%,-24.2%
COc1ccc(C(OCC(O)CNCCc2ccc(S(N)(=O)=O)cc2)c2ccc(OC)cc2)cc1 (centres undefined),-7.6%,-2.8,-8.9%,-2.0%,17.9%,45.0%,-9.9%,-0.1%,0.0%
COc1cc(OC)c(C(=O)OCC(=O)NCCC2=CCCCC2)cc1OC,-7.8%,-7.3,0.2%,-1.3%,-2.1%,1.5%,/,/,-16.5%
COc1ccc(OC)c(NC(=O)CSC2=Nc3ccccc3C3=NC(CCC(=O)NC4CCCCC4)C(=O)N23)c1 (centres undefined),-21.0%,-2.2,-21.4%,-0.2%[60.1 µM],-5.6%,/,-18.9%,4.8%,3.1%
CC(=O)Nc1ccc(S(=O)(=O)N(C)CC(=O)Nc2ccccc2N2CCOCC2)cc1,-19.2%,-3.2,-12.4%,-3.8%,-4.6%,0.2%,-7.9%,-1.7%,0.0%
O=C(Cn1cc(C(F)(F)F)cc(Cl)c1=O)NCCc1ccccc1,-14.7%,-11.0,12.8%,-6.6%,17.0%,1.1%,-6.0%,13.9%,9.3%
CCCCN(CC(=O)Nc1c(C)cccc1CC)C(=O)SCC,-2.0%,0.6,-10.4%,-1.2%,-1.0%,12.1%,-13.1%,-0.8%,/
CNC(=O)N1c2ccccc2C=Cc2ccccc21,-12.4%,-2.6,4.2%,-6.2%,-9.8%,-4.7%,-4.1%,20.6%,-4.6%
CN(C)c1ccc(P(=O)(Nc2cccc(C(F)(F)F)c2)N2CCOCC2)c(NC(=O)c2cccs2)c1 (centres undefined),-26.2%,8.5,-15.7%,-8.6%,3.2%,13.6%,-3.4%,19.9%,-6.4%
O=C1C(Cc2ccc(O)cc2)NC(=S)N1Cc1ccccc1 (centres undefined),19.4%,-2.9,-5.4%[11.4 µM],9.8%,6.8%,-1.0%,4.1%,1.1%,0.0%
CC1=C(C(N)=O)C(c2ccccc2)n2nc(-c3cccc(C)c3)nc2N1 (centres undefined),-23.9%,-3.5,-19.8%,-13.2%,7.7%,-2.9%,-2.0%,17.3%,344.5%[activator]
Cc1ccc(C2C(C(=O)O)c3ccccc3C(=O)N2C)c(C)c1 (centres undefined),-22.8%,0.3,1.7%,-5.6%,3.3%,-9.5%,-2.6%,0.7%,2.1%
CCSc1nc(=O)n(-c2ccccc2)c(C)c1C(C)=S,-2.0%,-4.0,21.2%[56.9 µM],-7.7%,-4.5%,0.1%,-4.5%,-21.9%,-13.0%
Cc1ccc(-n2nc(C(=O)NCc3ccco3)c3c4ccccc4n(C)c3c2=O)cc1,-3.9%,-3.2,-23.5%,4.4%,-1.7%,-2.5%,5.1%,12.0%,-5.9%
CCCCNC(=O)CCn1c(=O)c2ccccc2n(Cc2cc(C)ccc2C)c1=O,-6.7%&-6.3%,-8.8&0.8,2.1%&-14.2%,3.9%&-9.5%,-1.1%&3.4%,7.7%,-4.0%&-8.3%,17.0%&11.8%,-19.0%&-10.5%
CSc1nnc(Cn2c(=O)sc3ccccc32)n1-c1ccccc1,-4.7%,-12.0,-15.5%,-9.3%,-12.5%,5.5%,-15.4%,0.8%,265.7%[activator]

# Single values from above:
# CSc1nnc(Cn2c(=O)sc3ccccc32)n1-c1ccccc1 in POLH inh is listed with -4.7%
# CNC(=O)N1c2ccccc2C=Cc2ccccc21 in POLK inh is listed with -6.2%

# Later entries:
SMILES,POLH inh,LDHA inh,RGS4 inhibitor,POLK inh,ERG-DNA inh,APEX1 inh,Anesthetic bind,POLB inh,ALOX12 inh
CCCN1CCN(C(=O)c2nn(-c3ccc(OC)cc3)c(=O)c3c2c2ccccc2n3C)CC1,-9.2%,-11.8,17.6%,-5.6%,-10.8%,15.8%,-0.6%,36.1%,6.7%
CC(C)(C)C1CCC(OCC(O)CN2CCCC2)CC1 (centres undefined),-7.8%,-1.0,-16.8%,4.4%,9.9%,-6.3%,-16.0%,-0.9%,-1.9%
CN(CC(=O)Nc1ccc(F)cc1)c1ccc(S(=O)(=O)N2CCCC2)cn1,-17.3%,-5.9,-19.8%,-3.2%,5.8%,-6.1%,-12.7%,-13.0%,-1.8%
CSc1nc(N)nc2c1ncn2CC(=O)NCc1ccc2c(c1)OCO2,0.9%,-2.7,18.2%,6.3%,-4.6%,-1.4%,/,/,-0.8%
CCN(C(=S)Nc1ccc(C(C)=O)cc1)C1CCCCC1,-15.9%,-9.1,-11.8%,0.0%,4.1%,-1.0%,-10.7%,-1.5%,0.0%
CCOC(=O)CC(NC(=O)c1ccc(C)cc1)c1ccc(C)cc1 (centres undefined),1.0%,-0.2,-4.8%,-7.1%,0.1%,-2.5%,-13.3%,5.0%,-8.6%
O=C(Nc1ccncc1)C1CCN(S(=O)(=O)c2ccc(Cl)c(C(F)(F)F)c2)CC1,-13.0%,-1.6,-12.7%,0.0%,-3.9%,-1.9%,/,/,14.8%
CC[C@]12C(=O)N(C)C[C@H]([C@@H]3C(=O)N(C)C(=O)[C@@H]31)N2C(=O)c1ccc(Br)cc1,2.7%,-2.9,2.8%,-11.1%,14.9%,/,/,/,-20.9%
Cc1cc(=O)[nH]c2[nH][nH]c(=O)c12,-9.2%,6.4,-16.8%,-14.0%,-10.5%,/,/,/,-7.3%
CC1CCN(C(=O)c2ccc3c(c2)NC(=O)CN3)CC1,-30.1%,-2.6,-12.3%,-7.5%,103.8%[activator],7.0%,5.7%,14.7%,-1.7%
COC(=O)C1=NN(C(=O)c2ccc(Br)cc2)C(O)(C(C)(C)C)C1 (centres undefined),-14.9%,-2.3,-18.6%,4.9%,6.8%,14.3%,-15.5%,34.7%,-0.2%
Cc1nn(C)cc1/C=C1\CCC/C(=C\c2cn(C)nc2C)C1=O,-8.5%,1.2,4.8%,4.2%,-1.1%,-1.5%,6.8%,2.5%,0.0%
Nc1nc(SCC(=O)Nc2ncc(Cl)cc2Cl)n[nH]1,?,0.1,-9.6%,-41.1%,/,-7.1%,/,/,?
COc1cc2c(cc1OC)C(=O)N1[C@H]3c4ccccc4OC[C@@H]3[C@H](c3ccccc3)[C@]1(C)C(=O)N2,-23.3%,3.7,-19.1%,-3.0%,19.1%,-4.0%,/,/,-5.4%
